Source: PubChem (The Scripps Research Institute Molecular Screening Center)
TEAD-YAP block: TEAD-YAP interaction inhibition, primary screen, TEAD-YAP interaction inhibitor project, luminescence, HEK-TIYL cells. inhibition, % at 9.12 µM. TEAD-Gal4/YAP UAS-luciferase luminescence. hit rate 1.4% among 640,000; in the data active means inhibition above about 32%;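 further: 0% = median of test compound wells and 100% = reference inhibitor wells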
MITF primary: MITF inhibitors, primary screen, biochemical, AlphaScreen, human. AID 1259374, 2018. hit rate 0.91% among 650,000. AlphaScreen MITF homodimerization, bead proximity signal. inhibition, % at 2.6 µM. Microphthalmia-associated transcription factor (Homo sapiens), O75030; in the data active means inhibition above about 50%;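 further: 0% = vehicle wells with protein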
Target sequence (O75030 whole entry, looked up): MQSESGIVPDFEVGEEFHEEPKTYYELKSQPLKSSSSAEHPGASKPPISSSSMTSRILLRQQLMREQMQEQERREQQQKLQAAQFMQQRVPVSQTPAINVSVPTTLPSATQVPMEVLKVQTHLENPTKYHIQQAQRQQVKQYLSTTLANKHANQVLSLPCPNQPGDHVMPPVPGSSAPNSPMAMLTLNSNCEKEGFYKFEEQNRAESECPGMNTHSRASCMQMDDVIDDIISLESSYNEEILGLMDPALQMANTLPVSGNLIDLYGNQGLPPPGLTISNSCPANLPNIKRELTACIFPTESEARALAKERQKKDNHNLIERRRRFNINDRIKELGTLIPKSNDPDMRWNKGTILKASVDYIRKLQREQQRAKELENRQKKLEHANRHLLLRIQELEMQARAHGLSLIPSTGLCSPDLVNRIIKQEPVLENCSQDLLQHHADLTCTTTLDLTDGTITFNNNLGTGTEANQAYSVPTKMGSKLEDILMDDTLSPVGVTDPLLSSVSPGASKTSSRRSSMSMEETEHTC
FBW7 act: FBW7 E3 ligase activators, primary screen, biochemical, AlphaScreen, human. hit rate 0.13% among 650,000. normalized activity (activation), % at 26.1 µM. F-box/WD repeat-containing protein 7 (Homo sapiens), Q969H0. AlphaScreen FBW7–phospho-cyclin E peptide binding, activator screen; in the data active means normalized activity above about 1.9%;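 further: purified mutant Fbw7 with reduced substrate affinity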
GPR151 activ: activators of human GPR151, primary screen, cell-based, PathHunter beta-arrestin, luminescence; activation, % at 11.2 µM; AID 1508602, 2020; G-protein coupled receptor 151 (Homo sapiens), Q8TDV0; PathHunter beta-arrestin GPR151 cells; hit rate 1% among 650,000; in the data active means activation above about 4.9%;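 further: 0% = median of compound wells and 100% = cells with positive control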
Target sequence (Q8TDV0 whole entry, looked up): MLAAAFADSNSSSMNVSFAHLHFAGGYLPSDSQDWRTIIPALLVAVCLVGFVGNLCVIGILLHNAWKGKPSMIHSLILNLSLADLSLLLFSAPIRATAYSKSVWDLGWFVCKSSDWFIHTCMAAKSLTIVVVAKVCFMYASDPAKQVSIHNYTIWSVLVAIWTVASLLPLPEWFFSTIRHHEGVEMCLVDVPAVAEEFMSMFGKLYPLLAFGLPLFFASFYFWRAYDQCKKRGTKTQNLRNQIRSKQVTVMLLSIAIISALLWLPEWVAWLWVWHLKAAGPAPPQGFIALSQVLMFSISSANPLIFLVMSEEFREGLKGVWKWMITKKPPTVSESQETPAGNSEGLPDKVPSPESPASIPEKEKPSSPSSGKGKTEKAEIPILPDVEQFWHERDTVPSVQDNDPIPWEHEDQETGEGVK
An asterisk follows results filed as active; · = not tested or not shown; & = joins results of further samples.

SMILES	TEAD-YAP block	MITF primary	FBW7 act	GPR151 activ
COc1ccc(-c2nnc3c4cc(OC)c(OC)cc4n(Cc4cccc(OC)c4)cc2-3)cc1	-2	5	0.8	0.8
CCOc1ccc2nc(SCC(=O)Nc3ccc(F)cc3F)sc2c1	-16	5	-0.1	-1.2
COc1ccccc1N1C(=O)c2ccc(-c3ccccc3[N+](=O)[O-])cc2C1=O	-9	-17	0.2	-0.4
O=C(N/N=C\c1ccccc1[N+](=O)[O-])c1n[nH]c2c1CCCC2	54*	23	-0.1	-7.8
CC(C)CN=C(NS(=O)(=O)c1ccccc1)c1ccccc1	9	-1	-0.1	-1.2
O=C(NC(=S)N1CCCC1)c1cccs1	15	9	0.6	-1.1
Cn1c(=O)c2c(nc(NCc3ccc4c(c3)OCO4)n2Cc2cccc(Br)c2)n(C)c1=O	4	-3	-0.1	1.8
CCCSc1nnc(NC(=O)c2ccc(Cl)cc2Cl)s1	-14	-4	-0.1	-0.1
CC[C@@H](c1ccccc1)n1c(=O)n2n(c1=O)[C@H]1[C@H](O)[C@@H]3O[C@@H]3/C(=N\OCC(C)C)[C@H]1CC2	·	-7	-0.1	-0.4
Cc1ccsc1CCNC(=O)CCS(=O)(=O)c1ccc2c(c1)OCC(=O)N2	-3	3	-0.1	2.8
CCc1ccc(-n2cnc3cc(C(=O)NC4CCCCC4C)ccc32)cc1 (stereo unspecified)	4	10	0.0	1.3
O=C(NCc1ccccn1)c1cccc(OC2CCN(C(=O)C3CC=CCC3)CC2)c1 (stereo unspecified)	-2	12	0.1	0.9
CC(C)CCC1=NN(C(=O)c2ccc([N+](=O)[O-])cc2)C(O)(C(F)(F)F)C1 (stereo unspecified)	6	14	0.1	-0.1
CC1=C(C(=O)OCCc2ccccc2)C(c2ccc3c(c2)OCO3)C2=C(CCCC2=O)N1 (stereo unspecified)	-5	2	0.0	0.2
COc1ccccc1C(=O)Nc1ccc(C(=O)OC2CCCCC2)cc1	-9	17	0.1	-0.1
O=C(Nc1nc(-c2csc(NC(=O)c3ccc(S(=O)(=O)N4CCCC4)cc3)n2)cs1)c1ccc(S(=O)(=O)N2CCCC2)cc1	-6	-5	-0.1	0.2
CC(C)C1N=C(c2ccc(Cl)cc2)CC(c2cc(Br)ccc2O)N1 (stereo unspecified)	26	-10	0.4	0.9
COc1ccc2nc(Nc3nc(C)cc(C)n3)nc(C)c2c1	0	-2	-0.1	-0.9
Cc1c(Cl)cccc1N=CC1=C(O)CC(C)(C)CC1=O	-4&2	-6&0	0.0&0.0	1.1&-1.0
CNc1ccc(S(=O)(=O)N(C)CCOc2ccccc2F)cc1[N+](=O)[O-]	-2	21	-0.1	2.0
CCN(C(=O)CCNC(=O)Cn1cnc2ccccc2c1=O)c1ccccc1F	5	12	0.4	-0.6
O=C(Cn1cc2c(n1)CCCCC2)NCc1cccs1	-5	-4	-0.1	1.7
COc1cc(OC)cc(C(=O)Nc2ccc3oc(-c4ccccc4C)nc3c2)c1	-4	11	0.0	0.1
O=C(CSc1nnc(NC(=O)COc2ccccc2)s1)Nc1ccccc1	-12	-4	-0.1	-0.7
O=C(NNc1c(F)c(F)cc(F)c1F)c1cccc(S(=O)(=O)N2CCCC2)c1	-5	-4	0.1	0.7
O=C(Cn1c2ccccc2c(=O)c2ccccc21)Nc1cc(Oc2ccccc2)cc([N+](=O)[O-])c1	4	5	0.1	-0.5
O=C(CSc1nnc(-c2ccncc2)n1-c1ccccc1)NC(=O)NC1CCCC1	3	-11	0.5	-0.6
Cc1ccc(CC2SC(N3CCN(c4ccccc4C)CC3)=NC2=O)cc1 (stereo unspecified)	-5	13	0.0	0.3
COc1ccc(-c2nc(C)c(CCNC(=O)c3cc(OC)c(OC)c(OC)c3)s2)cc1	-3	9	0.6	-0.6
CN(C)c1cccc(Nc2ncc(C(=O)NC3CCN(Cc4ccccc4)CC3)s2)c1	1	15	0.5	-1.8
Cc1ccc(-c2csc3ncc(C(=O)NC(C)(C)CO)c(=O)n23)cc1	9	6	0.6	-0.4
Cc1ccc(-c2cc(N)n(-c3ccccc3)n2)cc1	-57	19	-0.2	1.1
O=c1[nH]c2ccc(NC(=S)Nc3ccccc3)cc2[nH]1	7	-12	-0.2	-0.2
COc1ccc2c(c1)sc1ncc(C(=O)N3CCC(O)C3)c(=O)n12 (stereo unspecified)	6	10	0.1	0.9
CC1=C(C#N)C(c2ccoc2)C(C(=O)OCc2ccccc2)=C(N)S1 (stereo unspecified)	13	6	0.0	-0.5
CN1CCC(N(CCN2CCOCC2)C(=O)CSCC(=O)O)CC1	1	9	0.7	-1.5
Cc1ccc(-n2nc3cc(C)c(NC(=O)Cc4ccccc4)cc3n2)cc1	-31	-3	-0.2	0.9
NC(=O)Cn1nnc(-c2ccccc2NC(=O)COc2ccccc2)n1	4	16	0.6	-0.6
COc1ccc(-c2nnc(SCC(=O)NC(=O)NCc3ccco3)o2)cc1OC	12	18	-0.2	0.1
Cc1ccn2cc(-c3ccc4ccccc4c3)nc2c1	63*	-5	0.1	-5.8
C/C(CC(=O)NCc1ccco1)=N\NC(=O)c1ccco1	-45	-7	-0.1	-2.6
COc1ccc(-c2nc(NCc3nc4ccccc4[nH]3)c3ncn(Cc4ccc(C(F)(F)F)cc4)c3n2)cn1	6	14	1.2	-0.6
NC(=O)CSc1c(-c2ccccc2)[nH]c2ccccc12	9	-6	0.0	0.0
COc1ccc(/C=N/OC(=O)Nc2ccc(Cl)cc2)cc1OC	-11	19	0.0	1.0
COc1ccc(/C(N)=N/OC(=O)COc2cc(C)c(Br)c(C)c2)cc1OC	6	22	0.3	-0.9
COC(=O)c1ccccc1NC(=O)CSc1ncn(-c2ccccc2)n1	-3	-11	0.1	1.7
CCCCSC1=C(C#N)C(=O)NC(CO)S1 (stereo unspecified)	-5	-24	0.1	0.2
CCC(Sc1nc2ccsc2c(=O)n1Cc1ccccc1)C(=O)NCc1cccnc1 (stereo unspecified)	1	15	0.0	-1.0
O=C(NCC1CCCN(Cc2cccnc2)C1)c1ccc(-c2ccccc2)cc1 (stereo unspecified)	-7	-6	0.1	0.3
O=C1[C@@H]2C[C@@H](O)CN2C(=O)[C@H]2CN(Cc3cnn(-c4ccccc4F)c3)CCN12	5	-26	0.0	-0.4
NC(=O)CSc1nc2nccnc2c(=O)n1Cc1ccccc1	1	0	0.0	0.0
CCOc1ccc(NC(=O)CSc2ccsc2[N+](=O)[O-])cc1	-3	3	-0.4	-0.1
CC(C)CC(C(=O)C(C#N)c1nc2ccccc2n1C)N1C(=O)c2ccccc2C1=O (stereo unspecified)	1	-7	0.6	-2.8
O=C(NN=C1CCCC1)c1ccncc1	10	-18	0.1	-0.2
COc1cccc(C2=NC(C)(C(C)C)NC(c3ccccc3O)C2)c1 (stereo unspecified)	-50	-13	-0.1	-0.7
COc1ccc(Cl)cc1NC(=O)c1oc2ccc(S(=O)(=O)N3CCCC3)cc2c1C	6	-9	-0.1	1.4
CCC(O)(c1ccccc1)C(CN1CCOCC1)c1ccccc1 (stereo unspecified)	-2	10	0.1	-0.6
Cc1ccc2ccc(S(=O)(=O)n3nnc4ccccc43)cc2c1	-2	-5	0.0	-1.6
Cn1c(=O)c2c(-c3ccccc3)n(-c3ccccc3N)cc2n(C)c1=O	-34	15	0.7	1.1
Cc1csc(NC(=O)C(C)(C)Br)n1	3	6	0.0	0.0

Given in markdown: part of the list above.
| mol | TEAD-YAP block | MITF primary | FBW7 act | GPR151 activ |
| --- | --- | --- | --- | --- |
| Cn1c(=O)c2c(nc(NCc3ccc4c(c3)OCO4)n2Cc2cccc(Br)c2)n(C)c1=O | 4 | -3 | -0.1 | 1.8 |
| O=C(Cn1c2ccccc2c(=O)c2ccccc21)Nc1cc(Oc2ccccc2)cc([N+](=O)[O-])c1 | 4 | 5 | 0.1 | -0.5 |
| NC(=O)Cn1nnc(-c2ccccc2NC(=O)COc2ccccc2)n1 | 4 | 16 | 0.6 | -0.6 |
| O=C1[C@@H]2C[C@@H](O)CN2C(=O)[C@H]2CN(Cc3cnn(-c4ccccc4F)c3)CCN12 | 5 | -26 | 0.0 | -0.4 |
| O=C(NC(=S)N1CCCC1)c1cccs1 | 15 | 9 | 0.6 | -1.1 |

Among those listed so far, these have a cyano group.
SMILES	TEAD-YAP block	MITF primary	FBW7 act	GPR151 activ
CC1=C(C#N)C(c2ccoc2)C(C(=O)OCc2ccccc2)=C(N)S1 (stereo unspecified)	13	6	0.0	-0.5
CCCCSC1=C(C#N)C(=O)NC(CO)S1 (stereo unspecified)	-5	-24	0.1	0.2
CC(C)CC(C(=O)C(C#N)c1nc2ccccc2n1C)N1C(=O)c2ccccc2C1=O (stereo unspecified)	1	-7	0.6	-2.8

The list goes on:
SMILES	TEAD-YAP block	MITF primary	FBW7 act	GPR151 activ
O=C1CN(C(=O)c2ccco2)C(c2ccc(F)cc2)c2cc(Br)ccc2N1 (stereo unspecified)	0	4	-0.1	-1.2
CCC(=O)N1C(c2ccccc2)=C(C)Sc2nnc(C)n21	-8	14	0.2	-1.2
O=C(COC(=O)c1ccc(F)cc1Cl)NC(=O)Nc1ccc2c(c1)OCCO2	-5	5	-0.1	1.1
CC(NC(=O)COc1ccc([N+](=O)[O-])cc1)C(=O)O (stereo unspecified)	1	8	0.1	0.5
CN(C)CCOc1ccc(-c2ccccc2F)cn1	-33	6	-0.3	-1.5
Cn1c(Nc2ccc(-n3cc(CC(=O)NCc4cccc(C(F)(F)F)c4)c4ccccc43)nn2)nc2ccccc21	2	1	0.1	0.1
Cc1ccc(/C(O)=C2/C(=O)C(=O)N(CCO)C2c2ccc(Br)cc2)cc1 (stereo unspecified)	5	2	0.2	0.3
COc1ccccc1NC(=O)Nc1nnc(N2CCC(C)CC2)s1	-8	7	0.1	4.4
COc1ccc(CCNc2cc(N3CCN(C(=O)c4ccco4)CC3)ccc2[N+](=O)[O-])cc1OC	9	1	-0.1	-1.3
O=c1c2ccccc2nc(SCc2cc(F)cc3c2OCOC3)n1Cc1ccco1	1	-2	-0.1	-1.5
COc1ccc(-n2ccnc(SCc3ccccc3Cl)c2=O)cc1OC	-7	11	0.3	1.7
O=C(CN1CCCCC1)N1N=C(c2c(-c3ccccc3)c3cc(Br)ccc3[nH]c2=O)CC1c1ccccc1 (stereo unspecified)	-5	2	-0.2	-0.4
Cc1ccc2nc(Nc3ccccc3Cl)c3nncn3c2c1	-4	3	0.0	-0.7
Cc1ccc(NC(=S)N(CCCN2CCCCCC2)Cc2ccco2)cc1Cl	1	-6	-0.1	2.6
COc1cccc(C(=O)NC(C)C(c2cccs2)N2CCOCC2)c1 (stereo unspecified)	1	17	0.1	0.3
O=[N+]([O-])c1cnc(Nc2ccc3ccccc3c2)nc1	-45	-5	0.1	-1.0
COc1ccc(C(=O)Nc2ccccc2)cc1S(=O)(=O)NC1CCCCC1	1	-1	0.0	-0.6
O=C(NCC(c1cccs1)S(=O)(=O)c1cccs1)c1ccc2c(c1)OCO2 (stereo unspecified)	3	16	-0.1	1.7
CC1=CC(=O)N(CCNC(=O)c2ccncc2)C1=O	1	-5	-0.9	-0.7
O=C(CNCC1CCCO1)Nc1ccc(C2CCCCC2)cc1 (stereo unspecified)	2	17	0.0	-0.4
Cn1c(SCC(=O)Nc2nnc(-c3cccs3)s2)nnc1-c1ccncc1	-10	18	1.6	-1.6
O=C(NC1CC1)c1cnc2sccn2c1=O	-2	9	0.5	-1.5
CC1CCC2(CC1)NC(=O)N(/N=C/c1ccc(OC(F)F)cc1)C2=O (stereo unspecified)	0	1	-0.1	0.1
O=C(/C=C/c1cccs1)N1CCN(C(=O)/C=C/c2cccs2)CC1	-5	-7	-0.2	-0.5
O=C(O)/C=C/C(=O)Nc1ccc(Cl)c(C(=O)O)c1	-7	0	0.1	-0.2
Cc1nn(Cc2ccccc2)c(Cl)c1C(=O)OC(C)C#N (stereo unspecified)	-3	-9	-0.2	4.7
COc1ccc(CN(C)Cc2c(C(=O)N3CCCC3)nc3ccccn23)cc1OC	0	12	-0.1	0.0
CCOC(=O)CNC(=O)Cn1cnc2c(nnn2-c2ccc(F)cc2)c1=O	2	9	0.0	1.7
Cc1cc(S(=O)(=O)n2ccnc2C)c(Cl)cc1Cl	2	19	0.0	-1.5
O=C(CSc1nc2ccccc2c(=O)n1CCC(=O)N1CCCCC1)NCCc1ccccc1	9	-3	0.1	0.8
CCOC(=O)c1sc(C)c(C(=O)NCCCN2CCOCC2)c1N	3	-6	0.1	-0.8
O=C(Nc1c2c(nn1-c1cccc(Cl)c1)CS(=O)(=O)C2)c1ccc(Cl)cc1	12	7	0.1	3.2
CCN(C(=O)COC(=O)C1=NNC(=O)CC1)C1CCS(=O)(=O)C1 (stereo unspecified)	3	10	0.0	-0.9
COc1cccc(-c2noc(CCC(=O)NC3CCCCC3)n2)c1	-5	0	-0.2	-1.2
COc1cc([N+](=O)[O-])ccc1N1C(=O)C2C3C=CC(CC3)C2C1=O (stereo unspecified)	5	1	0.4	-1.2
CCCC(c1nnnn1Cc1ccc2c(c1)OCO2)N1CCN(c2ccccc2)CC1 (stereo unspecified)	-9	12	0.1	1.3

Of the compounds above, three have a COOH group.
SMILES	TEAD-YAP block	MITF primary	FBW7 act	GPR151 activ
CN1CCC(N(CCN2CCOCC2)C(=O)CSCC(=O)O)CC1	1	9	0.7	-1.5
CC(NC(=O)COc1ccc([N+](=O)[O-])cc1)C(=O)O (stereo unspecified)	1	8	0.1	0.5
O=C(O)/C=C/C(=O)Nc1ccc(Cl)c(C(=O)O)c1	-7	0	0.1	-0.2
